# Compound activity: PubChem, several laboratories
# Yfh1-off respiration = mitochondrial function rescue without frataxin homolog – Friedreich's ataxia, plus single-dose screen, dose response (AID 1465); fold induction at 50 µM, or EC50 in µM where a hit was titrated; 220,000 tested, 0.074% active; S. cerevisiae Yfh1-off respiration, WST-1 reduction, 72 h; higher fold induction means a stronger effect;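 active means fold induction of absorbance versus untreated yeast above a set limit, then at least 30% activation at any dose in follow-up; inconclusive means repeats straddling the limit, or above it without dose testing; inactive means fold induction below the set limit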;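 further: activators that raise dye reduction in frataxin-depleted yeast; strong numbers were not always called active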
# Dynein cargo inh = dynein cargo transport inhibition; 3617.4 mouse cells, GR-EGFP nuclear translocation imaging; test concentration mostly 20 µM; stimulated with dexamethasone, 1 µM; hits give low values; z-score, hits read low; 220,000 tested, 0.47% active;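 active means plate z-score of nuclear minus cytoplasmic receptor signal below a set negative limit, without overly bright fluorescence or cell loss, cut at about -3.5 in these data, passing the limit was not always enough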;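 further: z-score of nuclear minus cytoplasmic ring GR-EGFP intensity difference per well; some compounds called inactive have numbers as strong as hits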
#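 Schedule: 48 h induction, then 1 h compound, then 30 min agonist, 37 °C. Buffer or medium: tetracycline-free induction medium containing charcoal-stripped FBS. Reagent: 1.0 µM final dexamethasone stimulus. Evaluation: nuclear versus cytoplasmic GR-EGFP signal, averaged per well. Signal: high-content fluorescence imaging after fixation.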
# Autophagy HCS = autophagy modulation, high-content screen. MEF GFP-LC3 puncta imaging; test concentration mostly 10 µM. calls only at 10 µM (by protocol). 190,000 tested, 0.98% active. AID 463193;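 active means percentage of spot-positive cells more than 3 SD above its plate mean, without a fluorescence outlier flag or 80% toxicity; inconclusive means no clear call, values can overlap the other calls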;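 further: spot-positive cell cutoff set from DMSO-treated cells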
# HEK293 NOD2/NF-kB = NOD2 signaling inhibitors, cell-based, luminescence, uHTS, HEK293 (AID 1566); HEK293 NOD2/NF-kB luciferase reporter, luminescence; higher % means a stronger effect; 290,000 tested, 0.63% active; inhibition, % at 4 µM; hits with a dose series show EC50 in µM; in the data active means inhibition above about 50%; further: many of its hits are not listed in these tables
# MT stabilizer = microtubule stabilizers in HeLa cells | % tubulin-high responders, % at 10 µM | AID 2205 | HeLa tubulin immunostaining HCS, 24 h; share of cells brighter than vehicle mean+2SD | 200,000 tested, 0.83% active;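 active means plate Z-score above 3 for both tubulin-high and condensed-nucleus cell shares, with cell loss under 80%, at 10 µM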;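 further: anti alpha tubulin signal scored within the nucleus-defined area of each cell; some results filed as inactive read as strong as hits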
# bCat nuc transl = beta-catenin nuclear translocation modulation. 190,000 tested, 0.3% active. HeLa beta-catenin nuclear translocation, immunofluorescence imaging. nuclear translocation activity, % at 5 µM;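 active means nuclear translocation activity above 50% at 5 µM, with a well cell count of 50 or more; inconclusive means wells under 50 cells across six images, flagged as toxic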;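 further: per-cell ratio of nuclear to cytoplasmic median beta-catenin stain intensity; plate controls were DMSO negative control for no effect and GSK-3 inhibitor IX positive control for full effect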
#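 Test system: HeLa cells, endogenous beta-catenin; Compound: single 5 µM dose plus 0.02–20 µM confirmation series; Times: compound exposure 24 h at 37°C; Signal: fluorescence imaging of beta-catenin antibody stain plus DAPI; Read-out: % activation, nuclear-to-cytoplasmic median beta-catenin signal ratio per cell.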
# Insulin prom up = MIN6 insulin promoter up-regulation; MIN6 insulin promoter-GFP reporter, high-content imaging; hits give high values; z-score at 5 µM; 190,000 tested, 0.3% active; AID 1625;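 active means z-score above 3 at 5 µM with at least 500 cells counted in the well; inconclusive means wells under 500 cells, flagged as cytotoxic or low count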
# Hep lipid drop = hepatic lipid droplet formation modulation; AML12 mouse hepatocytes, oleate lipid droplets, BODIPY imaging; inhibition, % at 6.5 µM; 240,000 tested, 0.4% active;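 active means lipid droplet intensity inhibited by at least 50%, with more than 500 cells counted; inconclusive means wells with under 300 cells, treated as cytotoxic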
#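 Assay system: AML12 mouse liver cells | Compound: 6.5 µM single-point dosing | Schedule: Overnight exposure | Technique: Fluorescence imaging, 20x objective, two fields per well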
# WT yeast gro inh = growth inhibition of WT yeast, mitochondrial fusion screen; AID 1362; 190,000 tested, 2.1% active; mitochondrial fusion phenotypic screen, WT strain; inhibition, % at 10 µM; in the data active means inhibition above about 58%; tested in S. cerevisiae
# WT yeast gro inh mutant strain = also measured in WT yeast gro inh; calls as there; inhibition, %; mitochondrial fusion phenotypic screen, mutant strain inhibition
# Dynein cargo inh cytoplasmic EGFP = also measured in Dynein cargo inh; calls as there; z-score; measured here: cytoplasmic GR-EGFP intensity; hits give high values
# Dynein cargo inh nuclear GR-EGFP = also measured in Dynein cargo inh; calls as there; z-score; measured here: nuclear GR-EGFP intensity;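 lower value marks the stronger effect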
# Dynein cargo inh cell count = second read-out of Dynein cargo inh, no call of its own (marks repeat the call); z-score; measured here: cell count per field
# Insulin prom up cell count = recorded beside Insulin prom up, whose call it bears; cell count; measured here: cytotoxicity, nuclei count;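 total cells summed across four imaged fields per well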
# Hep lipid drop cells 6.5 µM = second read-out of Hep lipid drop, no call of its own (marks repeat the call); cell count; measured here: cell count, cytotoxicity flag;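 cells counted across two imaged fields per well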
# bCat nuc transl cell count 5 µM = also measured in bCat nuc transl; calls as there; cell count; measured here: cell count, cytotoxicity flag
# MT stabilizer Hoechst-high % = also measured in MT stabilizer; calls as there; % Hoechst-high responders; measured here: nuclear condensation Hoechst responders;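 share of cells brighter than vehicle mean plus two SD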
# MT stabilizer cytotoxicity % = second read-out of MT stabilizer, no call of its own (marks repeat the call); toxicity, %; measured here: cytotoxicity by cell density;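 0% = mean cell density of plate MIN control wells and 100% = no cells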
# Autophagy HCS cell loss 18 h = second read-out of Autophagy HCS, no call of its own (marks repeat the call); toxicity, %; measured here: cell loss, nuclei count;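 cell loss after 18 h compound exposure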
# * marks the source's active call; other numbers are inactive results; i = inactive; ? = inconclusive; . = not tested or not shown. Not all compounds are listed; count on the stated rates, not on these rows.
# Values in the order: HEK293 NOD2/NF-kB	bCat nuc transl	Autophagy HCS	bCat nuc transl cell count 5 µM	MT stabilizer	Hep lipid drop	Dynein cargo inh	Hep lipid drop cells 6.5 µM	Dynein cargo inh cytoplasmic EGFP	Insulin prom up cell count	Dynein cargo inh nuclear GR-EGFP	Yfh1-off respiration	WT yeast gro inh mutant strain	Autophagy HCS cell loss 18 h	MT stabilizer Hoechst-high %	Insulin prom up	MT stabilizer cytotoxicity %	Dynein cargo inh cell count	WT yeast gro inh
(1) Cc1cc(NC(=O)C2C3C(=O)N(c4cccnc4)C(C(=O)NC(C)(C)C)C34C=CC2(C)O4)no1 (stereo not drawn)
  -5%	-0.6	i	1027	4.3	3	-1	712	-0.31	1425	-0.3	i	-1	-1	1.0	-0.04	6.5	0.26	-6
(2) CCN(CC)S(=O)(=O)c1ccc2c(c1)N(CC(=O)NCc1ccco1)C(=O)CO2
  1%	-1.8	.	1276	.	10	1.2	708	-0.26	1020	1.4	i	.	.	.	1.8	.	0.1	.
(3) CC(=O)c1ccc(NS(=O)(=O)c2ccc(C(C)(C)C)cc2)cc1
  8%	-4.4	i	983	3.5	0	-0.77	708	-0.25	1401	-0.39	i	8	36	2.3	0.45	5.3	0.73	9
(4) COc1ccc(N/C(=N\c2nc(C)cc(C)n2)NC(=O)C(C)C)cc1OC
  22%	0.0	i	1164	4.4	.	3.5	.	0.27	1223	2.5	i	-2	-4	3.7	-0.83	3.8	-0.91	-8
(5) COc1cccc(-c2nc(Cc3ccc(OC)c(OC)c3)no2)c1
  18%	-0.5	i	1185	2.2	.	-0.28	.	-0.046	1065	-0.072	i	-21	23	1.6	-0.47	9.9	-0.16	5
(6) CCOc1ncccc1C(=O)OCc1c(Cl)cccc1Cl
  16%	-2.1	i	1001	3.4	5	0.049	579	-0.28	1401	-0.1	i	-2	-1	2.7	-0.25	0.6	-0.36	3
(7) Cc1ccc(S(=O)(=O)N(C)c2nc3ccccc3[nH]c2=S)cc1
  -58%	-1.3	.	1339	.	-14	1.1	706	-0.22	1009	1.7	i	.	.	.	-0.21	.	-1.6	.
(8) O=c1[nH]nc(SCc2cc(Cl)ccc2Cl)c(=O)[nH]1
  14%	-0.3	.	1314	.	16	0.049	787	-0.28	1115	0.035	i	.	.	.	-0.32	.	-0.2	.
(9) COc1ccc(S(=O)(=O)N2CCC(C(=O)NCc3ccccn3)CC2)cc1Cl
  1%	.	i	.	5.0	-5	-0.32	657	-0.26	.	-0.8	i	10	-12	2.1	.	2.5	1	7
(10) COc1ccc(NC(=O)N[C@@H](Cc2ccccc2)C(=O)NN)cc1
  20%	-0.1	.	1316	.	30	-0.39	635	-0.25	921	0.22	i	.	.	.	0.6	.	0.53	.
(11) C=C(C)CNC(=S)N/N=C(\C)c1ccc(Cl)s1
  1%	-1.5	i	969	2.3	22	-0.27	682	-0.056	1183	0.07	i	28	-5	1.9	-0.06	9.0	-0.0011	41
(12) CCN1CCN(Cc2c(O)ccc3c2O/C(=C\C=C\c2ccccc2)C3=O)CC1
  -17%	-2.2	i	844	8.7	-9	-4.9*	733	0.74*	1382	-2.2*	i	4	3	1.1	0.33	22	0.3*	17
(13) O=C(/C=C/c1ccc(S(=O)(=O)N2CCOCC2)cc1)N(CCO)Cc1ccccc1
  18%	-0.1	i	1139	1.9	4	0.83	694	-0.11	.	0.8	i	13	-33	1.0	.	5.7	0.15	-1
(14) COCc1nc(-c2ccc(-c3ccc(OC)cc3)nc2OC)no1
  4%	-0.6	i	1033	2.3	-5	-0.46	661	-0.02	.	0.067	i	1	18	2.2	.	5.5	0.64	-1
(15) O=C(NCCCl)Nc1ccc(Cl)c([N+](=O)[O-])c1
  13%	2.5	i	1107	0.1	4	-0.39	664	0.44	1139	0.3	i	2	-11	2.7	-0.11	6.3	-0.058	10
(16) CC(=O)Oc1ccc(C(=O)Nc2ccc3c(c2)C(=O)N(CCC(=O)O)C3=O)cc1
  2%	.	i	.	3.2	6	1.7	770	-0.21	959	0.99	i	2	2	1.7	-0.52	0.3	-1.6	0
(17) CCOc1cc(C(N)=O)cc(Cl)c1OCC
  25%	-8.0	i	1091	8.8	17	0.5	678	-0.35	1661	0.9	i	2	16	2.6	0.1	3.9	0.00056	6
(18) COC(=O)C(C)Sc1nc2c([nH]c3ccccc32)c(=O)n1C (stereo not drawn)
  -7%	.	i	.	3.1	-7	-0.3	708	-0.25	1304	0.5	i	-15	-1	2.3	0	5.4	0.1	-3
(19) COc1cc2nc(N(C)CCCNC(=O)C3CCCO3)nc(N)c2cc1OC (stereo not drawn)
  -15%	1.4	.	1039	.	3	.	622	.	1427	.	i	0	.	.	0.05	.	.	-4
(20) COc1ccc(CNC(=O)CSc2nnnn2C)cc1OC
  14%	-1.0	i	1097	6.1	-6	-0.51	645	-0.29	1203	-0.36	i	8	8	1.0	-0.12	8.8	0.28	-1
(21) O=C(COc1cccc2ccccc12)NNC(=O)C1CCCO1 (stereo not drawn)
  -12%	2.0	i	1456	3.0	.	0.3	.	-0.17	1597	0.61	i	-7	-25	1.2	-0.01	4.9	-0.36	19
(22) CN1CC=C2C(C#N)=C(N)C(C#N)(C#N)C(c3ccsc3)C2C1 (stereo not drawn)
  7%	-0.3	i	1361	5.8	.	2	.	9.6	.	2.5	i	-10	-3	2.0	.	0.9	0.17	19
(23) COC(C[C@H](O)C[C@@H](O)[C@@H](C)OCc1ccccc1)OC
  4%	-0.5	.	1400	.	4	-0.53	672	-0.86	890	-0.31	i	.	.	.	0.78	.	0.44	.
(24) CCN(CC)CCCNC1=C(Cl)C(=O)c2ccccc2C1=O
  25%	1.0	i	1107	43*	-8	-1.9	682	0.42	.	-0.95	i	-1	42	26*	?	63*	0.26	15
(25) CC(=O)N1C(=O)C2(Nc3ccccc3N2)c2ccccc21
  -14%	-2.7	i	1182	2.1	8	-0.67	758	-0.086	1327	-0.036	i	28	-9	0.9	-0.15	7.1	0.57	13
(26) COc1ccc(C(C[N+](=O)[O-])c2c(-c3ccccc3)cc3ccccn23)cc1OC (stereo not drawn)
  16%	2.7	i	1205	1.0	2	-1.6	776	0.06	1292	-0.52	.	0	-2	0.8	-0.61	7.4	0.36	39
(27) Cc1nn(C)cc1CN(C)C(=O)c1sc2cccc(Cl)c2c1Cl
  11%	-3.4	i	1030	2.7	.	1.1	.	-0.19	1199	1	i	-3	-3	1.5	-0.43	7.4	0.057	7
(28) CCOC(=O)C1(CC2CCCCO2)CCN(S(=O)(=O)c2ccccc2)CC1 (stereo not drawn)
  7%	-1.0	i	1089	2.3	0	-0.98	727	-0.26	1469	-0.4	i	0	11	2.1	-0.39	3.2	0.74	-15
(29) CC(=C/C(=O)O)/C=C/c1cccs1
  13%	-3.6	i	1005	2.8	.	-0.72	.	-0.019	1308	-0.53	i	-4	39	3.1	0.66	13	1.1	5
(30) CCOCCOCCC(C(=O)OCC)P(=O)(c1ccccc1)c1ccccc1 (stereo not drawn)
  4%	.	i	.	1.1	6	4.3	811	0.19	714	3.4	i	-4	-3	0.5	-0.13	2.7	-2.5	-3
(31) CCOC(=O)C1=C(C)N(c2ccccc2)C(=O)/C1=C\c1cccs1
  7%	3.9	i	538	3.0	15	-0.65	669	-0.12	1385	-0.5	i	-7	1	1.9	-0.38	5.8	0.41	-2
(32) O=C(CSc1nnc(-c2ccc(Br)o2)n1Cc1ccccc1)c1ccccc1F
  -9%	0.6	i	1076	2.1	9	-0.91	599	0.1	1016	-0.036	i	-14	3	1.9	0.18	23	0.81	19
(33) C=CCn1c(SCc2ccc(C(=O)NCCO)cc2)nc2sc(C)c(C)c2c1=O
  17%	-0.3	i	1052	1.8	-16	0.8	718	2.5	1301	1.1	i	-6	-23	1.5	-0.3	3.4	-1.1	0
(34) O=C(CSc1nnc(-c2ccccc2Br)o1)Nc1nncs1
  -9%	-0.1	i	1503	2.7	-16	-0.77	575	-0.25	1457	-0.33	i	5	-20	2.8	0.29	6.5	1	-12
(35) O=C(CNC(=O)c1cccc(Cl)c1)N/N=C/C=C/c1ccccc1
  0%	-1.8	i	960	3.0	-14	-0.5	679	-0.33	1278	-0.37	i	-26	4	3.2	0.38	2.8	0.97	-4
(36) O=C(N/N=C/c1cc(Br)ccc1O)C(c1ccncc1)N1CCOCC1 (stereo not drawn)
  -18%	4.0	i	400	2.2	1	-0.56	567	-0.32	1161	-0.6	i	-6	1	3.4	-0.02	3.1	0.9	-13
(37) O=C(Nc1cccc(-c2cnc3ccccc3n2)c1)c1ccncc1
  20%	0.6	i	1049	3.3	16	0.96	709	0.26	1360	1.5	i	2	-4	2.7	-0.7	8.0	-2.1	13
(38) COc1ccc(N2CCN(C(=O)CN3CCN(c4nc(-c5ccc(F)cc5)cs4)CC3)CC2)cc1
  4%	4.1	i	958	3.4	-20	1.3	636	-0.26	939	1.1	i	27	2	2.2	-2.5	9.5	-0.85	25
